SIRT5 inh: inhibitors of human sirtuin-5 desuccinylase; AID 652115; inhibition, % at 15 µM; Q9NXA8; actives 1.1% (n = 330,000); Purified SirT5, succinyl-peptide AMC, trypsin-coupled fluorescence; in the data active means inhibition above about 15%; inconclusive means no clear call, values can overlap the other calls
S100A4 MyoIIA: blocks human S100A4 binding to myosin IIA peptide | P26447 | S100A4/TAMRA-MyoIIA peptide fluorescence polarization | inhibition, % at 10.7 µM | actives 0.14% (n = 360,000);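 active means mean inhibition of at least 70% across replicates, with every replicate also reaching that level; inconclusive means mean inhibition reaches 70% but some replicates fall short; inactive means mean inhibition below 70%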
Target sequence (P26447 whole entry, looked up): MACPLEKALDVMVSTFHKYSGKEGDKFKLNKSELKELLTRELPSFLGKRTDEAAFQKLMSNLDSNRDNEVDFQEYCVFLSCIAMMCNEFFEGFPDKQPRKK
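Test system – S100A4 monomer (human) · Compound – single-point compound testing · Schedule – 5 min incubation before reading · Probe or stimulus – TAMRA-labelled myosin IIA heavy-chain peptide probe, 5 nM · Benchmarks – neutral control DMSO, positive control TFP · Medium – Calcium-containing HEPES buffer, pH 7.2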
ERAP1 HTS inh: inhibitors of human ERAP1 aminopeptidase. actives 0.15% (n = 340,000). recombinant ERAP1, Leu-AMC fluorescence, 60 min. inhibition, % at 10.7 µM. AID 652197;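 active means mean replicate inhibition of at least 30%, or all replicates individually reaching that 30% level; inactive means mean below 30% and not every replicate reaching it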;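 further: 0% = neutral control wells and 100% = L-leucinethiol positive control wells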
Target sequence (Q9NZ08 whole entry, looked up): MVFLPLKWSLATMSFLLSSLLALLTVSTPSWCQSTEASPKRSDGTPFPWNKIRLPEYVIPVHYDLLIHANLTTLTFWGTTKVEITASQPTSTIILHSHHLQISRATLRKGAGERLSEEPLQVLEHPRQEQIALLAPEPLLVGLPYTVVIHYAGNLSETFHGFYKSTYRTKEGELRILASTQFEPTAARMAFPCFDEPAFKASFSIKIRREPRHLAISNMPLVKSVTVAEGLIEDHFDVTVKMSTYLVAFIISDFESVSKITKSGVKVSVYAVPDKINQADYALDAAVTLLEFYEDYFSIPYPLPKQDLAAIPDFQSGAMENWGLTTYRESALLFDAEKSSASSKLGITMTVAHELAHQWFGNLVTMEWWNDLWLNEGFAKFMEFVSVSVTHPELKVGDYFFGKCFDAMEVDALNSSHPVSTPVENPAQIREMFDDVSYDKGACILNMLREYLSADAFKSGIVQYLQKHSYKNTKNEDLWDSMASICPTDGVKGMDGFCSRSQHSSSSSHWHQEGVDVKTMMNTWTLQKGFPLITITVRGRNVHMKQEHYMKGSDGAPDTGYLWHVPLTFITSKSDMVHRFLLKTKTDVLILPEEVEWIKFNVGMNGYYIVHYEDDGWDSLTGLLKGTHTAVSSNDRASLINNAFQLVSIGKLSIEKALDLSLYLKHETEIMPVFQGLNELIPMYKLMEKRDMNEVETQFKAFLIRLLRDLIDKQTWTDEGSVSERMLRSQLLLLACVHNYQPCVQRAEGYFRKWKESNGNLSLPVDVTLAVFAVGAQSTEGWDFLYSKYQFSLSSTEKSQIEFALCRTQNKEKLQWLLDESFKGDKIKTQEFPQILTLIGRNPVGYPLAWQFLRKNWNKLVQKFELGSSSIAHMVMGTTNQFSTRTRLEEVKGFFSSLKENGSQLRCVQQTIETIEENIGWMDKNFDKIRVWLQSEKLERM
Xi reactivation: activators of X-chromosome reactivation in mouse fibroblasts; activation, % at 7.58 µM; AID 743238; XiGFP mouse fibroblasts, % GFP-positive cells imaging, 3 d; cells co-treated with 5-aza-dC sensitizer; scaled so ellipticine positive control = 100%; actives 0.055% (n = 360,000);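 active means mean normalized replicate activation at least 10% and every replicate at or above 10%; inconclusive means only one of the two criteria met; inactive means mean below 10% and not all replicates reach 10%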;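 further: 0% = median of on-plate neutral control wells and 100% = ellipticine 6 µM median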
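Schedule: 3 d treatment, 15 min room-temperature fixation; system: 68-5-11 XiGFP fibroblast line; buffer or medium: DMEM plus 5-aza-dC sensitizer; control set: ellipticine 6 µM positive control; compound: one concentration, pinned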
Statin myotox sup: suppressors of simvastatin-induced myotoxicity in C2C12 myotubes. ATP luminescence, 48 h; scaled: DMSO 0, geranylgeraniol control 100. rescue of ATP level, % at 7.49 µM. actives 0.78% (n = 330,000);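 active means mean ATP rescue above about 67%, or every replicate alone reaching that limit, limit read from the data, passing the limit was not always enough; inconclusive means no clear call, values can overlap the other calls; inactive means mean under the limit and some replicate under it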;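 further: myotubes were challenged with 10 µM simvastatin during compound exposure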
LGR2 inh: inhibitors of bursicon-induced Drosophila LGR2 receptor cAMP signaling; HEK293 LGR2, CRE-luciferase, bursicon-stimulated, 4 h; AID 720647; actives 0.35% (n = 380,000); inhibition, % at 9.99 µM;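 active means drop in luminescence signal, shown as inhibition above about 50% in the replicate tests, limit read from the data, passing the limit was not always enough; inconclusive means probably only some replicates passing the limit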;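 further: agonist challenge used bursicon conditioned medium at about half maximal strength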
PGC1a acetyl inh: lowers PGC1a acetylation signal in U2OS cells; AlphaScreen anti-acetyl-lysine; with virally co-expressed GCN5 acetyltransferase; inhibition, % at 15.6 µM; actives 0.17% (n = 350,000);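 active means every replicate shows inhibition of at least 40%; inconclusive means mean inhibition at least 40% but some replicate below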;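 further: 0% = neutral control wells and 100% = positive control wells; some results beyond the cut were filed as inactive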
Cneo AK release: Cryptococcus neoformans lysis via adenylate kinase release | C. neoformans lysis, adenylate kinase release luminescence, 4 h; normalised: neutral wells 0, clomiphene wells 100 | lysis activity, % at 15 µM | actives 0.2% (n = 360,000) | AID 651654;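 active means mean lysis activity across replicates of at least 80%, whatever share of replicates individually reach that level; inactive means mean lysis activity below 80%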
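read-out = cell lysis signal | test system = log-phase Cryptococcus neoformans yeast cells | input = cells at 5 × 10^6 per mL | medium = fresh YPD growth medium | signal = luminescent adenylate kinase detection reagent | timing = 4 h at 37 °C static, read 1 h later | dosing = single dose | controls = Clomiphene as positive lysis control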
An asterisk follows results filed as active; ? = inconclusive; . = not tested or not shown; & = joins results of further samples. A portion of the library; rates above refer to the full screens.

SMILES	SIRT5 inh	S100A4 MyoIIA	ERAP1 HTS inh	Xi reactivation	Statin myotox sup	LGR2 inh	PGC1a acetyl inh	Cneo AK release
CCN(c1ccccc1)S(=O)(=O)c1ccc(C(=O)N2CCN(c3ccccc3)CC2)cc1	1	-1	-1	0.3	-2	-2	-18	-1
COCCC(=O)N1CCC(Oc2ccc(C(=O)N(C)C3CCCCC3)cc2)CC1	-1	1	-2	0.0	0	-4	.	0
COc1ccc(S(=O)(=O)N2CCOC2CNC(=O)C(=O)NCc2ccc(F)cc2)cc1 (configuration not stated)	-1	2	-2	0.4	6	6	.	0
COc1ccc(C2CC(c3ccc4ccccc4c3)=NN2C(=O)CSc2ncccn2)cc1 (configuration not stated)	.	.	.	0.0	9	-8	-9	-1
Cc1noc(NS(=O)(=O)c2ccc(NC(=O)CC(C)C)cc2)c1C	-6	-4	1	0.3	20	5	.	0
CNC(=S)N/N=C(\C)c1ccc(N2CCOCC2)cc1	-17	-9	2	0.4	-8	-12	.	-3
CC1(C)CC(=O)C=C(/C=C/c2ccccc2)C1	.	1	0	0.0	8	2	-7	-2
Cc1noc(C)c1NC(=O)N[C@@H]1CC[C@H](CC(=O)Nc2ccc(-c3ccccc3)cc2)O[C@H]1CO	1	8	6	0.0	9	8	8	-4
CCOC(=O)/C=C/C(=O)Nc1ccc(S(=O)(=O)N2CCc3ccccc32)cc1	-5	14	1	0.1	10	5	.	0
CO[C@@H]1CN(C)C(=O)c2ccc(NS(=O)(=O)c3cn(C)cn3)cc2OC[C@H](C)N(C)C[C@H]1C	0	-10	2	0.1	6	4	-2	0
C[C@@H]1CN([C@H](C)CO)C(=O)CCCn2cc(nn2)CO[C@H]1CN(C)C(=O)c1ccncc1	-3&-15	2&-1	2&0	-0.4	-9&0	1	17&2	-4&0
CC(NC(=O)c1cc(-c2cccnc2)nc2ccc(Br)cc12)C1CCCO1 (configuration not stated)	0	-8	-1	0.2	-4	0	-1	2
O=C(Nc1ccc(Cl)cc1)N1C[C@H]2[C@@H](c3ccccc31)[C@H](CO)N2CC1CCCCC1	1	-18	-3	0.0	-119	-2	-15	-1
C[C@@H]1CN([C@H](C)CO)C(=O)c2cc(NC(=O)Nc3ccc(F)cc3)ccc2O[C@@H](C)CCCCO[C@H]1CN(C)C(=O)c1ccccc1	5	-23	0	-1.1	.	8	-13	.
COc1cc2ncc(S(=O)(=O)c3ccccc3)c(N3CCCC(C)C3)c2cc1OC (configuration not stated)	5	-1	-1	-0.3	-57	17	.	-1
Cn1c(CCc2ccccc2)nnc1SCC(N)=O	-2	2	2	0.0	1	0	7	1
Cc1ccc(S(=O)(=O)N(C)C)cc1NC(=O)COC(=O)CNC(=O)c1cccs1	-5	-3	2	0.0	-18	6	.	-5
COC(=O)c1ccc(Cn2ccc(=O)[nH]c2=O)cc1	.	-2	3	0.5	0	-3	20	3
CN(C)CCCNC(=S)/N=c1\sccn1Cc1ccccc1Cl	-3	-4	2	.	1	-6	.	2
CC(=O)N(CCCN(C)C)Cc1ccccn1	.	-1	-1	0.0	.	-9	-2	.

Shown with bars between the fields: part of the list above
canonical_smiles | SIRT5 inh | S100A4 MyoIIA | ERAP1 HTS inh | Xi reactivation | Statin myotox sup | LGR2 inh | PGC1a acetyl inh | Cneo AK release
Cn1c(CCc2ccccc2)nnc1SCC(N)=O | -2 | 2 | 2 | 0.0 | 1 | 0 | 7 | 1
COc1cc2ncc(S(=O)(=O)c3ccccc3)c(N3CCCC(C)C3)c2cc1OC (configuration not stated) | 5 | -1 | -1 | -0.3 | -57 | 17 | . | -1

(more compounds)
SMILES	SIRT5 inh	S100A4 MyoIIA	ERAP1 HTS inh	Xi reactivation	Statin myotox sup	LGR2 inh	PGC1a acetyl inh	Cneo AK release
Cc1cc(/C=N/n2cnnc2)c(O)c([N+](=O)[O-])c1	.	.	.	-0.1	.	-1	-3	3
COc1cccc(-c2nn(-c3ccc(C)cc3)cc2C(=O)NCC2CCCO2)c1 (configuration not stated)	-19	-2	-6	0.1	-16	-2	-10	-1
O=C1O[C@@H](c2ccccc2)[C@@H](c2ccccc2)N2[C@@H](c3ccc(O)cc3)[C@]3(C(=O)Nc4ccc(C#CC5(O)CCCCCC5)cc43)[C@@H](C(=O)N3CCN(c4ncccn4)CC3)[C@H]12	-3	4	3	.	.	.	.	45
O=C1N[C@H](Cc2c[nH]c3ccccc23)COC(=O)[C@H](Cc2ccc(F)cc2)C/C=C\C[C@H]1CC(=O)N(CCO)Cc1ccccc1	.	-4	-3	0.1	-2	11	0	1
CC(=O)c1cccc(N2C(=NC(=O)C3CCCCC3)SC3CS(=O)(=O)CC32)c1 (configuration not stated)	0	-3	3	0.1	-2	18	.	0
CO[C@@H](CN(C)S(=O)(=O)c1ccccc1)[C@H](C)CN(Cc1ccccc1Cl)[C@@H](C)CO	.	2	1	0.2	-21	2	-18	52
O=[N+]([O-])c1ccc(O)c(C=NN2CCCCC2)c1	0	10	0	0.3	.	-7	.	-2
C[C@H](CO)N1C[C@H](C)[C@@H](CN(C)C(=O)Cc2ccccn2)Oc2cc(-c3ccc(C(=O)N(C)C)cc3)ccc2S1(=O)=O	4	-3	-4	-0.7	17	12	15	52
C=CCn1c(SCC(=O)Nc2ccc(C(=O)O)cc2)nnc1-c1cccnc1	0	-5	1	-0.1	-4	8	?	-2
Cc1nn(-c2ccccc2)c(NC(=O)c2ccccc2)c1Br	-4	0	2	0.1	-6	17	.	-3
O=[N+]([O-])c1ccc(C2=NN(CCO)C(=Nc3ccc(OC(F)(F)F)cc3)SC2)cc1	-2	8	-1	0.0	11	14	-14	.
CC(CC(=O)N(CCC1=CCCCC1)c1c(N)n(Cc2ccccc2)c(=O)[nH]c1=O)c1ccccc1 (configuration not stated)	0	-3	2	0.0	-35	9	.	.
Cc1ccc(NS(=O)(=O)c2c(C)[nH]c(C)c2C(=O)N2CCCCC2)cc1F	-2	-7	-7	0.3	12	20	-20	4
COc1ccc(NS(=O)(=O)c2cccc(C(=O)NNC(=O)CN3C(=O)NC(C)(C)C3=O)c2)cc1	-6	3	0	-0.1	1	3	6	.
COc1ccc(Cl)cc1NC(=O)COC(=O)c1ccc(Br)o1	21*	5	-8	0.0	9	-8	3	-1
COCCNC(=S)N=Nc1c(O)[nH]c2ccc([N+](=O)[O-])cc12	-5	12	0	0.0	10	22	7	6
CO[C@H]1CN(C)C(=O)c2ccc(NC(=O)NC(C)C)cc2OC[C@@H](C)N(Cc2cncnc2)C[C@H]1C	.	.	.	0.6	9	-8	-13	.
S=C(NC1CC1)N1CCN(c2ccc(Cl)cc2)CC1	-6	7	3	0.2	.	8	.	.
O=C(COn1nnc2ccc(S(=O)(=O)N3CCOCC3)cc21)NCc1cccc(Cl)c1	-2	-7	-3	-0.1	11	5	.	0
COc1cccc(-c2c(C(=O)N/N=C/c3ccncc3)nnn2-c2nonc2N)c1	-1	-2	2	0.0	19	-10	.	3

Part of the list above in order of heavy-atom count, rising.
SMILES	SIRT5 inh	S100A4 MyoIIA	ERAP1 HTS inh	Xi reactivation	Statin myotox sup	LGR2 inh	PGC1a acetyl inh	Cneo AK release
S=C(NC1CC1)N1CCN(c2ccc(Cl)cc2)CC1	-6	7	3	0.2	.	8	.	.
COc1ccc(Cl)cc1NC(=O)COC(=O)c1ccc(Br)o1	21*	5	-8	0.0	9	-8	3	-1
Cc1ccc(NS(=O)(=O)c2c(C)[nH]c(C)c2C(=O)N2CCCCC2)cc1F	-2	-7	-7	0.3	12	20	-20	4
C=CCn1c(SCC(=O)Nc2ccc(C(=O)O)cc2)nnc1-c1cccnc1	0	-5	1	-0.1	-4	8	?	-2
COc1cccc(-c2c(C(=O)N/N=C/c3ccncc3)nnn2-c2nonc2N)c1	-1	-2	2	0.0	19	-10	.	3
O=C(COn1nnc2ccc(S(=O)(=O)N3CCOCC3)cc21)NCc1cccc(Cl)c1	-2	-7	-3	-0.1	11	5	.	0
COc1ccc(NS(=O)(=O)c2cccc(C(=O)NNC(=O)CN3C(=O)NC(C)(C)C3=O)c2)cc1	-6	3	0	-0.1	1	3	6	.
CC(CC(=O)N(CCC1=CCCCC1)c1c(N)n(Cc2ccccc2)c(=O)[nH]c1=O)c1ccccc1 (configuration not stated)	0	-3	2	0.0	-35	9	.	.

The list goes on:
SMILES	SIRT5 inh	S100A4 MyoIIA	ERAP1 HTS inh	Xi reactivation	Statin myotox sup	LGR2 inh	PGC1a acetyl inh	Cneo AK release
Cc1cc(S(=O)(=O)NCC(c2ccc3c(c2)OCO3)N2CCOCC2)ccc1F (configuration not stated)	3	-75	5	0.0	6	7	-10	-5
COc1ccc(CN(C)C[C@@H]2OCCCC[C@@H](C)Oc3ccc(NC(=O)C4CCCCC4)cc3C(=O)N([C@H](C)CO)C[C@H]2C)cc1	7	4	0	0.0	.	17	-2	-7
O=C(O)c1cnc(N2CCOCC2)nc1	-1	4	0	0.0	.	-8	-5	.
O=c1c(C=NCc2cccnc2)c(C(F)(F)F)[nH]n1-c1nc2ccccc2s1	4	-2	-2	0.0	.	58*	7	.
COc1cc(CN2CCN(Cc3cccc(OC)c3OC)CC2)cc(OC)c1	-4	-2	-3	0.3	7	-13	0	-1
CN(CC(=O)Nc1ccc(N2CCOCC2)cc1)C(=O)c1ccc(O)c(Cl)c1	-2	-5	2	0.3	-3	0	.	1
O=C(NC1CCCC1)C(c1ccccn1)N(C(=O)c1csnn1)c1ccccc1Br (configuration not stated)	-2	0	-1	0.1	.	0	.	.
COc1ccc(NC(=O)N(C)C[C@H]2OCCCC[C@H](C)Oc3ccc(NS(=O)(=O)c4ccc(OC)cc4)cc3C(=O)N([C@@H](C)CO)C[C@H]2C)cc1	.	.	.	0.0	.	-6	14	1
O=C(NCCc1ccccn1)c1nc(Cn2ccc([N+](=O)[O-])n2)no1	0	3	2	0.0	8	-2	3	1
CCOC(=O)c1nc2nc(-c3cccs3)cc(C(F)(F)F)n2n1	.	.	.	5.4	-4	8	-4	1
Cc1ccc([C@H]2N[C@]3(CCCN(Cc4ccco4)C3=O)[C@H]3C(=O)N(Cc4ccccc4)C(=O)[C@@H]23)cc1	-3	-3	0	-0.1	6	.	7	0
Cc1noc(C)c1NC(=O)N(C)C[C@H]1OCCCC[C@H](C)Oc2ccc(NC(=O)C3CCCCC3)cc2C(=O)N([C@H](C)CO)C[C@H]1C	5	1	3	-0.5	.	10	13	-1
COc1ccc(OC)c(NC(=O)C2(C)CCN2C(=O)Cc2ccccc2)c1 (configuration not stated)	3	-3	1	0.0	14	3	-48	0
C[C@@H]1CN([C@@H](C)CO)C(=O)c2cc(NC(=O)CCC(F)(F)F)ccc2O[C@H]1CN(C)Cc1ccc(Cl)c(Cl)c1	.	6	.	0.0&0.2	-7	24&14	5	-1
O=C(Nc1ccccc1Cl)OCC#CCOC(=O)Nc1ccccc1Cl	-2	4	1	0.1	.	-32	.	2
CCC(=O)N1CC2(C1)[C@@H](c1ccccc1)[C@@H](CO)N2Cc1ccccc1OC	-4	9	-2	0.1	.	9	8	.
CNC(=O)C[C@@H]1CC[C@H]2[C@H](COc3ccc(NC(=O)c4ccc(F)cc4)cc3C(=O)N2C)O1	0	-15	-1	0.2	-1	-7	1	-4

Screening data deposited in PubChem by Broad Institute.
